M1 ag: agonists of human M1 muscarinic receptor; CHO-K1 hM1, Fluo-8 calcium fluorescence, agonist mode; 0% DMSO, 100% acetylcholine EC100; 0.33% of 360,000 active; P11229; activation, % at 3 µM;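 active means activation above the run's mean compound activation plus 3 SD, cut at about 16% in these data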;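 further: peak over basal fluorescence ratio within a 140 s kinetic read after compound addition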
Target sequence (P11229 whole entry, looked up): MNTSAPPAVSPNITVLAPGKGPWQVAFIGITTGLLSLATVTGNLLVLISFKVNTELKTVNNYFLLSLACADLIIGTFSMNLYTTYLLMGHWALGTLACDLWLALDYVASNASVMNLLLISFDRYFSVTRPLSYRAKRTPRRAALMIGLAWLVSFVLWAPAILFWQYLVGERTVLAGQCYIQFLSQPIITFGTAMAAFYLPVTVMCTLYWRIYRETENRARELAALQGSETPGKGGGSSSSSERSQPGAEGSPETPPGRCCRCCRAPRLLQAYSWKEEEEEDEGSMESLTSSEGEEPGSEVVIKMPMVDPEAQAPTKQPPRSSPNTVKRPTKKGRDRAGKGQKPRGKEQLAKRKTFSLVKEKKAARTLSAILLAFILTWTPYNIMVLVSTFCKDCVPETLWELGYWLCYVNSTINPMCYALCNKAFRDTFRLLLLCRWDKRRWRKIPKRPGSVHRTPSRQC
M1 ag parental: M1 agonist counterscreen hit in parental CHO-K1 cells. activation, % at 3 µM. AID 602248. Fluo-8 calcium fluorescence; scaled to maximal ATP response, vehicle zero. 0.48% of 360,000 active; in the data active means activation above about 15%;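 further: untransfected CHO-K1 host cells lacking M1 receptor as counterscreen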
M1 PAM parental: counter-screen for M1 PAMs: effect in parental CHO-K1 cells; ATP EC20, Fluo-8 calcium fluorescence; 0% at ATP EC20, 100% at ATP max; activation, % at 3 µM; 0.02% of 360,000 active; AID 602247;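 active means activation above the run cutoff, the mean activation of all test compounds plus 3 SD, cut at about 40% in these data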;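 further: peak over basal fluorescence ratio in a 140 s read after ATP addition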
M1 antag: antagonists of human M1 muscarinic receptor; CHO-K1 hM1, Fluo-8 calcium fluorescence, ACh EC80 antagonist; inhibition, % at 3 µM; 1.3% of 360,000 active;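 active means percent inhibition above its own plate's cutoff, namely the mean of that plate's compound wells plus 3 SD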;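 further: peak over basal fluorescence ratio during 140 s after agonist addition; 0% = ACh EC80 plus DMSO and 100% = DMSO alone without agonist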
CHO-K1 Ca antag: counter-screen for M1 antagonists: effect in parental CHO-K1 cells; 0.6% of 360,000 active; ATP-induced calcium, Fluo-8 fluorescence; inhibition, % at 3 µM;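 active means inhibition above a per-plate cutoff, the plate's mean sample inhibition plus 3 SD, cut at about 24% in these data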;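 further: 0% = DMSO plus EC80 ATP and 100% = DMSO alone without ATP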
CHO parental Ca: counter-screen: ATP calcium response change in parental CHO cells | parental CHO-K1, ATP-induced calcium, Fluo-8 fluorescence | inhibition, % at 5.6 µM | 0.63% of 330,000 active | AID 463079;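 active means inhibition above that plate's mean sample inhibition plus 3 SD, cut at about 26% in these data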;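 further: 0% = ATP-challenged DMSO wells and 100% = DMSO wells without ATP; some compounds past the cut are filed as inactive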
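Assay system – parental CHO cells · Reagent – ATP stimulus · Detection – intracellular calcium via Fluo-8 no-wash fluorescent dye · Evaluation – percent inhibition of ATP-evoked calcium rise, normalized to controls · Controls – ATP wells versus no-ATP DMSO wells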
TAAR1 antag: human TAAR1 antagonism | inhibition, % at 3 µM | Q96RJ0 | CHO RD-HGA16 TAAR1, Fluo-8 calcium fluorescence, antagonist | AID 624466 | 1.5% of 360,000 active;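 active means inhibition above a per-plate cutoff, the mean inhibition of test compounds on that plate plus 3 SD, cut at about 49% in these data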;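 further: 0% = DMSO plus EC80 beta-PEA response and 100% = DMSO alone without agonist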
Target sequence (Q96RJ0 whole entry, looked up): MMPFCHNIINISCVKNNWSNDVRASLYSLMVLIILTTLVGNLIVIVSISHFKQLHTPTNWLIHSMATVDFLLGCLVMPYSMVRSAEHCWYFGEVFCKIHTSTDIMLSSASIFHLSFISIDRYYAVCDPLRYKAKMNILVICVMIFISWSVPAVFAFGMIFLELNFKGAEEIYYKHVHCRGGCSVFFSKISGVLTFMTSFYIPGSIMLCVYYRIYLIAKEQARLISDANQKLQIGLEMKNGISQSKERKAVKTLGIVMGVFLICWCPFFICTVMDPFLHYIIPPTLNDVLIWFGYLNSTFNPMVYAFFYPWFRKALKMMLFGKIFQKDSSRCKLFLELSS
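test system = CHO RD-HGA16 cells bearing hTAAR1 | replication = singlicate | controls = DMSO-only wells and EC80 β-PEA-stimulated wells | reagent = EC80 β-phenethylamine stimulus | read-out basis = percent inhibition of PEA-evoked calcium signal, max/basal emission ratio | schedule = seeding 17-24 h prior, 75-min 37 °C, 30-min RT dye loading | signal = kinetic Fluo-8 calcium fluorescence measurement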
TAAR1 ag: human TAAR1 agonism. CHO RD-HGA16 TAAR1, Fluo-8 calcium fluorescence; vehicle wells 0%, saturating PEA agonist 100%. activation, % at 3 µM. 0.99% of 360,000 active;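 active means activation above the mean activation of all test compounds in the run plus 3 SD, cut at about 38% in these data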
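Test system: RD-HGA16 (CHO) cells co-expressing Gα16 and hTAAR1 / Benchmarks: DMSO vehicle as 0%, PEA at EC100 as 100% / Repeats: no replicates (n 1) / Measure: % activation from peak over basal fluorescence ratio, DMSO-to-PEA scaled / Timing: 17-24 h plating, Fluo-8 75 min 37 °C, 30 min RT / Technique: kinetic Fluo-8 calcium fluorescence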
M1 PAM: potentiates human M1 receptor response to acetylcholine | 0.088% of 360,000 active | AID 588819 | activation, % at 3 µM | CHO-K1 hM1, Fluo-8 calcium fluorescence, ACh EC20; 0% = ACh EC20, 100% = maximal ACh; in the data active means activation above about 19%, passing the limit was not always enough
Numbers without * were called inactive; . = not tested or not shown.

Results follow in this order: M1 PAM parental | CHO-K1 Ca antag | M1 antag | TAAR1 ag | M1 PAM | CHO parental Ca | M1 ag parental | TAAR1 antag | M1 ag
1) CCOC(=O)c1nn(-c2cc(C(=O)OC)cc(C(=O)OC)c2)cc1O
    1 | -13 | -31 | 4 | 12 | -5 | 0.1 | 7 | 1
2) COc1cc(C(=O)N2CCN(c3ncnc4sc(C)c(C)c34)CC2)cc(OC)c1OC
    1 | -22 | -2 | 0 | -3 | -7 | 1.7 | -7 | -2
3) O=C(NCCSc1ncc(-c2ccc(F)cc2)[nH]1)c1ccc2c(c1)OCO2
    -5 | -5 | -7 | 2 | 8 | -24 | 0.9 | -1 | -1
4) O=C(NCc1ccccc1)c1noc2c1CCCCC2
    12 | -29 | -8 | 3 | 19 | -13 | 0.0 | 10 | -10
5) CCOC(=O)Cn1c(N2CCCCCC2)nc2c1c(=O)[nH]c(=O)n2C
    14 | -7 | -7 | 0 | 9 | -25 | 0.9 | -23 | -2
6) COc1cccc(C(=O)NCCS(=O)(=O)N2CCC(C)CC2)c1
    3 | -13 | 3 | 1 | 2 | -23 | 1.4 | 6 | -3
7) COc1ccc(-c2cc3c(=O)n(CC(=O)NCc4ccccc4F)ncn3n2)cc1
    6 | 26* | 10 | 0 | -12 | -7 | 3.5 | -22 | 0
8) CCN(CCc1ccccc1)c1ccc2c(c1)C1CC2CCN1C(=O)OCc1ccccc1 (stereo unspecified)
    8 | -1 | -15 | 1 | 11 | . | 0.3 | -10 | -2
9) COc1ccc(-n2c(CNC(=O)COc3ccc(Cl)cc3Cl)n[nH]c2=S)cc1
    30 | -24 | -9 | 4 | 9 | -8 | 0.8 | 0 | -1
10) CC(C)c1ccc(NC(=O)COC(=O)C2CC3C=CC2C3)cc1 (stereo unspecified)
    -19 | 4 | 3 | 1 | 1 | -9 | 0.1 | 14 | -4
11) CCN(CC)CCNC(=O)Cn1nc(-c2ccc(C)cc2)ccc1=O
    6 | -15 | -9 | 3 | 8 | -2 | 0.3 | -1 | -12
12) CCc1cccc(OCC(=O)Nc2ccc(S(=O)(=O)N3CCCC3)cc2)c1
    -4 | -8 | -1 | 0 | 2 | -5 | 2.6 | 1 | -4
13) CCOC(=O)N1CCN(C(=O)COc2ccc(Cl)cc2C)CC1
    21 | 5 | -4 | 9 | 13 | -4 | 0.4 | 10 | -1
14) COc1cccc(NC(=O)COc2coc(CN3CCN(c4ccccc4)CC3)cc2=O)c1
    4 | 4 | 1 | 5 | 12 | 2 | 0.4 | -31 | 1
15) Cc1cnc(C(=O)NCC(=O)Nc2ccccc2Br)cn1
    18 | 5 | -15 | 0 | 10 | . | 0.9 | -13 | -2
16) O=C(COC(=O)/C=C/c1ccc(Cl)cc1)Nc1ccccc1-c1ccccc1
    0 | -8 | 2 | 0 | 2 | -8 | 0.2 | 1 | -7
17) Cc1onc(-c2ccccc2)c1C(=O)N1CCCC(C(F)(F)F)C1 (stereo unspecified)
    9 | -2 | -6 | 0 | 6 | -12 | 0.2 | -4 | -3
18) CCc1nc2ccc(C(=O)NCCc3c[nH]c4ccccc34)cn2c1N(C=O)CCC(C)C
    24 | -16 | 0 | 23 | -6 | . | 8.5 | 40 | 0
19) CCOC(=O)N1CCN(Cc2nc(N)nc(Nc3ccc(OC)cc3)n2)CC1
    31 | -17 | 0 | 7 | 10 | -1 | -0.1 | -10 | -6
20) Cc1nc(SCC(=O)Nc2ccccc2Cl)c2c(C)c(C)sc2n1
    1 | 5 | -9 | -1 | 5 | -17 | 0.1 | -18 | -1
21) Cc1ccc(C2CC(=O)NC(SCc3ccccc3)=C2C#N)cc1 (stereo unspecified)
    -2 | 0 | 6 | 2 | -3 | -7 | 0.0 | 5 | -3
22) CC(=O)C1=C(S(=O)(=O)c2ccc(C)cc2)CS(=O)(=O)C1
    23 | -7 | -16 | 12 | 15 | . | 0.6 | 4 | -8
23) O=C(CSc1nnc(CNc2ccc(F)cc2)n1Cc1ccco1)NC1CC1
    5 | -19 | -25 | 14 | 5 | -23 | 0.7 | 0 | -2
24) Cc1ccc2c(c1)NC(=O)C(CC(=O)NCc1ccc(F)cc1)O2 (stereo unspecified)
    -6 | 3 | -8 | -3 | 4 | -19 | -0.2 | -1 | -6
25) CCCN(CCC)S(=O)(=O)c1nc2nc(C)cc(C)n2n1
    16 | -14 | -17 | 10 | 0 | -6 | 0.9 | -32 | -1
26) Cc1ccc(NS(=O)(=O)c2c(C(=O)N3CCOCC3)c(C)n(C)c2C)cc1C
    5 | 15 | 1 | 5 | 6 | -16 | 0.0 | -31 | -2
27) COc1ccc(N(CC(=O)Nc2cccc(SC)c2)S(C)(=O)=O)cc1Cl
    13 | -7 | -3 | 4 | 7 | -19 | 1.5 | 9 | -1
28) CC(=O)Nc1ccc(OCCOc2ccccc2C(C)=O)cc1
    -4 | -4 | -5 | 5 | 5 | -6 | 2.7 | -9 | -5
29) COc1ccc(S(=O)(=O)N/N=C(/C)c2cccc(NC(=O)c3ccccc3Cl)c2)cc1
    19 | -13 | -1 | 6 | 1 | -22 | 3.1 | 23 | 0
30) O=C(OCc1ccccc1F)c1ccc2c(c1)OCCO2
    15 | -10 | -8 | 19 | 0 | -18 | 0.4 | 4 | -4

Results in M1 ag parental, TAAR1 antag and M1 ag, for 2 of the compounds above:
| item | SMILES | M1 ag parental | TAAR1 antag | M1 ag |
| --- | --- | --- | --- | --- |
| 23 | O=C(CSc1nnc(CNc2ccc(F)cc2)n1Cc1ccco1)NC1CC1 | 0.7 | 0 | -2 |
| 24 | Cc1ccc2c(c1)NC(=O)C(CC(=O)NCc1ccc(F)cc1)O2 (stereo unspecified) | -0.2 | -1 | -6 |

(cont.)
Results follow in this order: M1 PAM parental | CHO-K1 Ca antag | M1 antag | TAAR1 ag | M1 PAM | CHO parental Ca | M1 ag parental | TAAR1 antag | M1 ag
31) Cc1cccc(C2=N/C(=C\c3cccnc3)C(=O)O2)c1
    10 | -7 | 0 | 0 | 3 | -7 | 0.1 | 2 | -3
32) Cc1ccc(CCNC(=O)CN2C(=O)COc3ccccc32)cc1
    11 | -3 | -8 | 4 | 10 | 0 | 0.5 | 4 | -5
33) CCc1nc(NC(C)(C)C)c2cnn(-c3ccccc3)c2n1
    -25 | -12 | 4 | 1 | -5 | -2 | 2.5 | -4 | -5
34) CCCCn1c(SCC(=O)Nc2nccs2)nc2ccccc2c1=O
    5 | 1 | 12 | 6 | -1 | -5 | 0.7 | -1 | -2
35) Cc1cc(C(=O)N2CCN(c3ncccn3)CC2)cs1
    16 | -32 | -4 | 14 | 7 | -3 | 1.5 | 11 | -2
36) COc1ccc(NC2CCCN(C(=O)c3ccncc3)C2)cc1 (stereo unspecified)
    0 | -9 | -12 | -1 | 9 | -8 | 0.4 | -20 | -1
37) Cc1ccccc1NC(=O)CSc1nnc(-c2ccccn2)o1
    3 | -15 | -5 | -1 | 5 | -4 | 1.7 | -1 | -2
38) CC(C)(C)c1ccc(/C=C2\SC(=O)N=C2N)cc1
    -1 | -17 | -16 | -1 | 16 | -9 | 1.8 | -16 | -1
39) CCn1cc([N+](=O)[O-])c(C(=O)Nc2ccc3c(c2)OCCO3)n1
    17 | -12 | -7 | 15 | 3 | -10 | 0.0 | -12 | -2
40) COCCNC(=S)NCc1cccs1
    -16 | 4 | -4 | 4 | 10 | 19 | 0.0 | -15 | 1
41) O=C1CCN(CCCc2ccccc2)CCN1[C@H](CO)c1ccccc1
    5 | 7 | 14 | 12 | -16 | 8 | 0.4 | -6 | -11
42) Cc1ccc(N(C(=O)c2cnccn2)C(C(=O)NC2CCCCC2)c2ccc(O)cc2)cc1 (stereo unspecified)
    14 | 1 | 10 | 7 | 1 | -21 | 3.1 | 7 | -7
43) O=C(CSc1nnc2ccccn12)Nc1ccccc1C(=O)O
    10 | -1 | -8 | 4 | 10 | -13 | -0.1 | -2 | -3
44) Cc1noc(C)c1C(=O)Nc1cccc(S(=O)(=O)N2CCOCC2)c1
    -15 | -2 | 10 | 12 | -4 | 0 | 0.7 | -27 | -4
45) O=C(NNc1nc(-c2ccccc2)cs1)c1cccs1
    0 | -3 | -11 | 1 | 8 | -8 | 0.2 | -2 | -4
46) CCN(C(=O)CN1CCC(C(=O)OC)CC1)c1c(N)n(Cc2ccccc2)c(=O)[nH]c1=O
    -10 | -10 | 8 | 1 | 2 | 6 | 1.1 | 3 | -3
47) Cc1sc2ncnc(N3CCC(C(=O)NNC(=O)c4ccc(Cl)cc4)CC3)c2c1C
    -1 | 5 | 7 | 10 | -13 | -10 | 10 | 44 | -1
48) CCCCNC(=O)OCC(CC)NC(=O)OC(C)C (stereo unspecified)
    -2 | 13 | -13 | 11 | 1 | -6 | -0.3 | 5 | -1
49) c1ccc2[nH]c(SCc3cn4ccccc4n3)nc2c1
    -7 | 8 | 4 | -1 | 3 | -15 | 0.2 | 9 | -10
50) COc1cc([N+](=O)[O-])cc(/C=N/N(CCC#N)C(C)=O)c1O
    2 | 11 | 7 | 2 | -13 | -16 | 5.1 | 16 | -2
51) CCn1cc(CCC(=O)NCCN2CCOCC2)c2ccccc21
    26 | -9 | -7 | 2 | 3 | -11 | 1.2 | 3 | -2
52) Cc1ccccc1NS(=O)(=O)c1ccc(N2CCCC2=O)cc1
    8 | 4 | -1 | 12 | 2 | -7 | 1.7 | -8 | -4
53) O=C(CCNC(=O)C1CCN(S(=O)(=O)c2ccc(F)cc2)CC1)NCCc1ccc(Cl)cc1
    0 | -15 | 8 | 6 | -3 | -19 | 3.8 | 3 | -3
54) COc1ccc(/C=N/NC(=O)c2nc(-c3ccccc3)cc(-c3ccccc3)n2)cc1O
    -4 | 10 | 38* | 11 | -19 | -9 | 5.4 | 63* | -6
55) COc1ccccc1C(CNC(=O)COc1cc(C)ccc1Cl)N1CCCC1 (stereo unspecified)
    5 | -1 | 62* | 2 | -26 | -10 | 0.6 | -19 | -7
56) COc1ccc(C(=O)C2CCCN(S(=O)(=O)c3cccc(C)c3)C2)c(C)c1 (stereo unspecified)
    2 | -10 | 1 | 1 | -6 | -7 | 3.1 | -34 | -3
57) COc1ccc2oc(=O)c(NC(=O)C3CCCCC3)cc2c1
    9 | -13 | -7 | 13 | 2 | -12 | -0.2 | 20 | -3
58) CCN(CC(=O)Nc1cc(Cl)ccc1C)C(=O)CCc1nc2ccccc2c(=O)[nH]1
    3 | 0 | -1 | 0 | 3 | -21 | 0.1 | -14 | -2
59) CCc1cc2ccc(C)cc2nc1SCC(=O)Nc1cc(C)on1
    4 | -13 | -9 | 1 | 19 | -15 | 0.4 | -3 | -5
60) CCOc1ccc(N2C(=O)c3ccccc3C2O)cc1 (stereo unspecified)
    11 | 2 | -5 | -1 | 1 | -13 | 0.3 | 1 | -3

An unsorted share of the library; overall some 4.4% were active at least once.
